Screening results as filed in PubChem BioAssay.
KB-V1 MDR tox – qHTS assay for MDR1-selective chemotherapeutics: Primary screen using the drug-selected MDR subline cells KB-V1; KB-V1 MDR cells viability, CellTiter-Glo, 72 h; Potency, µM (titrated, usually from 46.1 µM), for inactives: at the highest dose activity change, negative = cytotoxicity, actives largely listed as cytotoxic; 400,000 tested, 3.4% active; also: potency is read from the fitted curve at half-maximal effect; % is scaled to controls: 0 for no effect and ±100 for the full control effect; nearly all actives have a fitted effect of over 60% in size
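Cells of the MDR subline KB-V1 are plated, dosed with compound at multiple concentrations, and incubated 72 h at 37 degrees C; CellTiter-Glo is then added and luminescence read after 10 min.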
IL1B secr inh – qHTS for Inhibitors of Inflammasome Signaling: IL-1-beta AlphaLISA Primary Screen; THP-1 LPS/ATP IL-1B secretion, AlphaLISA, 16 h; stronger effect = lower value; activity change, % at 57.5 µM; 360,000 tested, 4.7% active; in the data active = activity change below about -50%; inconclusive = mostly about -30% to -49%; also: % is scaled to controls: 0 for no effect and ±100 for the full control effect
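THP-1 cells pretreated 1 hr with compounds (up to 57.5 uM final), then stimulated with LPS (250 ng/mL final) plus ATP (1.25 mM final); secreted IL-1B measured by AlphaLISA after 16 hr, decreased signal indicating inhibition.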
MCF10A rerep – A quantitative high throughput screen for small molecules that induce DNA re-replication in MCF 10a normal breast cells; MCF 10A DNA re-replication, Hoechst nuclear intensity, 48 h; Potency, µM (titrated, usually from 46.1 µM), for inactives: at the highest dose activity, positive = re-replication, actives largely listed as activators; 350,000 tested, 2.9% active; AID 624296, 2012; also: potency is read from the fitted curve at half-maximal effect; % of control where 0% means no effect; nearly all actives have a fitted effect of over 50% in size
WRN inhibitor – qHTS for Inhibitors of WRN Helicase; WRN helicase unwinding, fluorescent forked duplex, kinetic; Potency, µM (highest dose often 114 µM), without a hit: at the highest dose activity change, negative = inhibition, actives largely listed as inhibitors; 360,000 tested, 0.46% active; also: potency is read from the fitted curve at half-maximal effect; % is scaled to controls: 0 for no effect and ±100 for the full control effect; nearly all actives have a fitted effect of over 55% in size
Target sequence (Q14191 whole entry, looked up): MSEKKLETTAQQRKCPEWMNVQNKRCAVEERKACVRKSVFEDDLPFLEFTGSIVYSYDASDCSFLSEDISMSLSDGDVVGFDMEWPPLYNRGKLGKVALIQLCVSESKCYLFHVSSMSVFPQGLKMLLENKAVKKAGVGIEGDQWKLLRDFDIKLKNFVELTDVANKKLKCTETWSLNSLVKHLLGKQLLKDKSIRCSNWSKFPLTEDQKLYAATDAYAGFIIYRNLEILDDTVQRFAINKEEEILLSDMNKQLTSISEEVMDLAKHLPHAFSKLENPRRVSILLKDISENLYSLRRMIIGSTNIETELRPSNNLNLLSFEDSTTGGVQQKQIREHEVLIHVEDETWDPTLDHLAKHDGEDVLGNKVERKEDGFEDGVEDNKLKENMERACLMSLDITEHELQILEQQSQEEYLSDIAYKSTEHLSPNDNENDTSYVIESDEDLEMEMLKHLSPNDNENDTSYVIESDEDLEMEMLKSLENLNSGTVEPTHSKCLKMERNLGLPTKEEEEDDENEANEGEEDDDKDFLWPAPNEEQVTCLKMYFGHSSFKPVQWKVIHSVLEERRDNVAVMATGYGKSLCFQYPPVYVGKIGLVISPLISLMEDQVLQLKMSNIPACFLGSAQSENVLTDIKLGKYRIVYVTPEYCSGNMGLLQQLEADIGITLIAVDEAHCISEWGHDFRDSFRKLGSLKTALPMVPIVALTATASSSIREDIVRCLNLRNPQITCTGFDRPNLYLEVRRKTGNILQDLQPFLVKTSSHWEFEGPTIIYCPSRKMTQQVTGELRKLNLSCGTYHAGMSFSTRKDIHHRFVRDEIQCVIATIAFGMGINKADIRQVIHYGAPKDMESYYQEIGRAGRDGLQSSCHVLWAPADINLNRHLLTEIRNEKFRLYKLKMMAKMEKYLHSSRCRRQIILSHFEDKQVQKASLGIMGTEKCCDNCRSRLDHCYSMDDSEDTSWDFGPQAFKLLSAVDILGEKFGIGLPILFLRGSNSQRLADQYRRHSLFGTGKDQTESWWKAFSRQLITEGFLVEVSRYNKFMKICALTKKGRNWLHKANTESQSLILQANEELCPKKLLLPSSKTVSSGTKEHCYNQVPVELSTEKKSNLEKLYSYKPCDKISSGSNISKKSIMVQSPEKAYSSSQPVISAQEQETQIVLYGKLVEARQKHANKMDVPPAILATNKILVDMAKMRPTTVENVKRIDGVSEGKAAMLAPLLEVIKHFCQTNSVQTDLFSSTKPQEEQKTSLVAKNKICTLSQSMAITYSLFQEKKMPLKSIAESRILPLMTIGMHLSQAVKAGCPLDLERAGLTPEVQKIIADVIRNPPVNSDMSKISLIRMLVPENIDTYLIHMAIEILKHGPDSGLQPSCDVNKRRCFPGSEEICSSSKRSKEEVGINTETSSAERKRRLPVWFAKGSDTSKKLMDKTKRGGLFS
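Kinetic fluorescence helicase assay: unwinding of a quenched forked DNA duplex (100 nM final) with 2 mM ATP final raises red fluorescence (525/598 nm). Compounds sat 15 min at room temperature with 20 nM WRN beforehand.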
SW480 rereplic – A quantitative high throughput screen for small molecules that induce DNA re-replication in SW480 colon adenocarcinoma cells; SW480 DNA re-replication, Hoechst DNA content imaging, 48 h; Potency, µM (titrated, usually from 46.1 µM), without a hit: at the top dose re-replication activation, actives largely listed as activators; 340,000 tested, 1.8% active; AID 624297, 2012; also: potency is read from the fitted curve at half-maximal effect; % of control where 0% means no effect; nearly all actives have a fitted effect of over 55% in size
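Treated cells incubate 48 hr (37 C, 5% CO2), are stained 40 min with Hoechst, and nuclear fluorescence is enumerated; a rise in nuclei with high DNA signal marks re-replication.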
HT1080 IDH1KD tx – qHTS for induction of synthetic lethality in tumor cells producing 2HG: qHTS for the HT-1080-IDH1KD cell line; 360,000 tested, 2% active; Potency, µM (top dose mostly 46.1 µM), for inactives: at the top dose activity, negative = toxicity, usual class: cytotoxic; AID 686971, 2013; HT-1080 IDH1 knockdown viability, ATP luminescence, 48 h;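 also: potency is read from the fitted curve at half-maximal effect; 0% = DMSO wells and -100% = cell-free medium wells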
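IDH1KD HT-1080 cells, 750/well, RPMI + 5% FBS; compound pinned after 2 h settling; 48 h, 37 °C; CellTiter-Glo luminescence; % activity normalised to DMSO and no-cell wells; curves fitted, classed by r2 and efficacy.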
HT1080-NT tox – qHTS for induction of synthetic lethality in tumor cells producing 2HG: qHTS for the HT-1080-NT fibrosarcoma cell line; HT-1080-NT fibrosarcoma viability, CellTiter-Glo ATP luminescence, 48 h; Potency, µM (titrated, usually from 46.1 µM), for inactives: at the top dose activity, negative = less viability, hits mostly cytotoxic; 360,000 tested, 1.6% active; AID 686970, 2013;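 also: NT is the 2HG producing partner of a matched IDH1 knockdown line; potency is read from the fitted curve at half-maximal effect; 0% = DMSO-treated cells and -100% = media-only wells without cells; nearly all actives have a fitted effect of over 55% in size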
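HT-1080-NT; 750 cells/well; 5% FBS RPMI; 48 h compound, 37 degrees C; CellTiter-Glo luminescence; curve fitting and curve-class assignment.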
ATXN2 expr inh – Primary qHTS for Inhibitors of ATXN expression. HEK-293 ATXN2-luciferase reporter, luminescence, 24 h. Potency, µM (highest dose often 57 µM), inactives show at the top dose activity change, negative = inhibition, hits mostly inhibitors. 360,000 tested, 0.72% active. AID 1745845, 2022; also: potency is read from the fitted curve at half-maximal effect; % is scaled to controls: 0 for no effect and ±100 for the full control effect; nearly all actives have a fitted effect of over 55% in size
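ATXN2-luciferase reporter cells (luciferase flanked by upstream and downstream ATXN2 gene portions) were treated 24 h at 37 °C with compounds at up to 57 uM. SteadyGlo luminescence gave expression; GF-AFC fluorescence gave viability.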
KB-3-1 tox – qHTS assay for MDR1-selective chemotherapeutics: Primary screen using the parental adenocarcinoma cell KB-3-1 | KB-3-1 viability, CellTiter-Glo ATP luminescence, 72 h | Potency, µM (series often up to 46.1 µM), for the others: top-dose activity change, negative = cytotoxic, hits mostly cytotoxic | 400,000 tested, 1.4% active | AID 1347075, 2019; also: potency is read from the fitted curve at half-maximal effect; % is scaled to controls: 0 for no effect and ±100 for the full control effect; nearly all actives have a fitted effect of over 60% in size
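Multi-concentration cytotoxicity screen in KB-3-1 cells grown in DMEM lacking phenol red with 10% FBS. After 72 h at 37 °C with compound, ATP-dependent luminescence was recorded.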
* = called active by the depositor; ? = inconclusive; nt = no result given; [ ] = dose if it differs, or a comment. Unless noted, calls follow the shape of the dose curve; as a rule, active = well fitted curve in the direction sought with a large enough effect; inconclusive = small, poorly fitted or top-dose-only effect, or another doubt; inactive = no such curve, though single readings can be large; an effect the other way counts as inactive or inconclusive.

canonical_smiles	KB-V1 MDR tox	IL1B secr inh	MCF10A rerep	WRN inhibitor	SW480 rereplic	HT1080 IDH1KD tx	HT1080-NT tox	ATXN2 expr inh	KB-3-1 tox
CCOc1ccc(NC(=O)CSc2nc(C)cc(C)n2)cc1	-6%	20	-6%	-3%	-12%	18%	-2%	2%	0%
O=C(NC[C@H]1CCCO1)c1cccc2c1C(=O)c1ccc(-c3ccc(F)cc3OCc3ccccc3)cc1S2(=O)=O	?	-11	?	-10%	14%	-1%	0%	-25%	-5%
CCOC(=O)c1c(-c2cccc3ccccc23)csc1NC(=O)C1C2CCC(O2)C1C(=O)O (configuration not stated)	17%	31	-2%	-1%	-5%	0%	-1%	-13%	0%
CC(C)c1ccc(S(=O)(=O)N2CCN(C(=O)c3cc([N+](=O)[O-])ccc3N3CCOCC3)CC2)cc1	-8%	9	18%	12%	2%	-4%	1%	-4%	-5%
Cc1cccc(OCc2nn[nH]n2)c1C	-12%	3	10%	8%	-1%	-4%	-2%	6%	-2%
COc1ccc(C(=O)Nc2ccc(N3CCOCC3)cc2)cc1S(=O)(=O)N1CCCC1	5%	6	8%	-11%	-11%	-1%	5%	-2%	4%
O=C(NNC(=S)NC(=O)c1cccs1)c1ccc(NC(=O)c2ccccc2)cc1	?	-5	?	-8%	?	-14%	-20%	?	?
Clc1cccc(CNc2ccn3nc(-c4ccccc4)cc3n2)c1	-3%	-6	nt	-13%	nt	-27%	?	16%	-2%
O=C(Nc1ccc2ccccc2c1)NC1CCS(=O)(=O)C1 (configuration not stated)	4%	-4	4%	2%	-12%	-3%	0%	7%	15%
CCc1noc(C)c1C(=O)Nc1cccc(S(=O)(=O)N2CCCCCC2)c1	-9%	-1	15%	-8%	?	0%	5%	0%	-4%
Cc1ccc(NC(=O)C2CCN(S(=O)(=O)c3cccs3)CC2)c(O)c1	nt	7	14%	-13%	16%	2%	-1%	-7%	nt
Cc1c(C(=O)NC(C)C)c(-c2ccccc2)nn1-c1ccccc1	21µM*	-3	2%	9%	-194%[inhibitor]	1%	8%	-6%	9%
CC(C)(C)c1csc(N/N=C/c2cccnc2)n1	?	-99*	14%	7%	-9%	-16%	0%	15%	?
O=C1CC(N2CCC(O)(c3ccc(Cl)cc3)CC2)C(=O)N1Cc1ccc(N2CCCC2=O)cc1 (configuration not stated)	-17%	35	2%	-2%	-8%	-15%	-14%	-13%	0%
CC[n+]1ccc(C[n+]2ccccc2)c2ccccc21	-7%	15	1%	-18%	-3%	14%	10%	-8%	6%
CC(C)c1ccc(/C=C/C(=O)CCC(=O)O)cc1	1%	-17	?	10%	10%	?	-29%	8%	-4%
CCN(CC)c1ccc(/C=C(/C#N)c2nc3ccc(C)cc3[nH]2)c(OC(C)C)c1	-22%	?	?	?	?	-30%	?	2%	?
CCCCc1cc(-c2n[nH]c(=S)o2)c2ccccc2n1	1%	34	?	-13%	-2%	-19%	-2%	19%	?
O=C1OC(c2ccccc2)c2ccc3ccccc3c21 (configuration not stated)	3%	-15	-1%	-9%	-6%	-10%	-1%	-14%	9%
CCOC(=O)C1CCN(C(=O)COC(=O)COc2ccccc2OC)CC1	15%	44	0%	7%	-11%	10%	11%	-1%	3%
Cc1nn(-c2ccccc2)c(C)c1/C=N/NC(=O)c1cc(-c2ccc(Br)s2)[nH]n1	?	44	4.1µM*	5%	15µM*	?	?	?	?
CCOc1nc2ccccc2nc1C	7%	-4	0%	-2%	2%	19%	7%	0%	3%
COc1cc2c(cc1OC)[C@@H](NC(=O)c1ccc(C(F)(F)F)cc1)[C@H](OCc1ccccc1)C2	0%	20	-7%	2%	4%	5%	8%	-16%	0%
CCCn1nc(C(=O)NNC(=O)CCCOc2ccc(C)cc2)c2ccccc2c1=O	-30%	-6	-1%	-15%	-4%	6%	3%	-7%	2%
COc1ccc(C(=O)N(Cc2ccco2)C(C(=O)NC2CCCC2)c2ccc(O)cc2)cc1OC (configuration not stated)	16%	-13	?	-8%	23%	?	?	-13%	0%
CCN(CC)CCNC(=O)NC1CCCCC1	?	9	-178%[0.0737 µM]	8%	-4%	?	-9%	9%	-1%
COC(=O)CSc1cc(C(=O)c2nccn2C)c2ccccc2n1	11%	0	7%	0%	15%[9.22 µM]	-9%	-2%	-16%	-2%
Cc1c(N2C(=O)/C(=C\C3CC=CCC3)SC2=S)c(=O)n(-c2ccccc2)n1C (configuration not stated)	-2%	-101*	?	-10%	15%	18µM*	?	-7%	12%
CC#CCN1c2ccccc2[C@]23C[C@@H](C(=O)OC)N(C(=O)c4cc(C)oc4C)C2=NC(C(=O)OC)=C(C(=O)OC)[C@H]13	?	-21	-48%[inhibitor]	4%	-27%[9.22 µM]	-3%	-19%	-24%	?
COc1ccc(-c2nnc3sc(C(C)N4C(=O)c5ccccc5C4=O)nn23)cc1 (configuration not stated)	14%	21	-3%	-11%	-4%	5%	7%	0%	4%

Structures above that have two or more sulfur atoms, in the order listed:
canonical_smiles	KB-V1 MDR tox	IL1B secr inh	MCF10A rerep	WRN inhibitor	SW480 rereplic	HT1080 IDH1KD tx	HT1080-NT tox	ATXN2 expr inh	KB-3-1 tox
O=C(NNC(=S)NC(=O)c1cccs1)c1ccc(NC(=O)c2ccccc2)cc1	?	-5	?	-8%	?	-14%	-20%	?	?
Cc1ccc(NC(=O)C2CCN(S(=O)(=O)c3cccs3)CC2)c(O)c1	nt	7	14%	-13%	16%	2%	-1%	-7%	nt
Cc1c(N2C(=O)/C(=C\C3CC=CCC3)SC2=S)c(=O)n(-c2ccccc2)n1C (configuration not stated)	-2%	-101*	?	-10%	15%	18µM*	?	-7%	12%

(further entries)
canonical_smiles	KB-V1 MDR tox	IL1B secr inh	MCF10A rerep	WRN inhibitor	SW480 rereplic	HT1080 IDH1KD tx	HT1080-NT tox	ATXN2 expr inh	KB-3-1 tox
COc1cc2c(cc1OC)C1Cc3ccc(OC)c(OC)c3CN1CC2 (configuration not stated)	-25%	-1	1%	3%	-3%	3%	-3%	4%	5%
CCOC(=O)C1=C(N)N2C(=O)C(C)SC2=C(C(=O)OCC)C1c1cc(OC)c(OC)c(OC)c1 (configuration not stated)	16%	42	-12%	-4%	-15%	2%	10%	-2%	10%
Cc1nc2ccccc2n1CC(=O)N/N=C\c1ccccn1	14%	-16	10%	-13%	-2%	-7%	-5%	6%	2%
Cc1cccc(N2CCN(C(=O)Cn3cccc3)CC2)c1C	0%	-3	9%	2%	-13%	6%	1%	-5%	6%
CCCC[C@@H]1C=C(C(=O)O)[C@H](c2ccc(C)cc2)N1S(=O)(=O)c1ccc(C)cc1	18%	36	0%	-6%	-4%	-10%	-11%	10%	3%
NS(=O)(=O)c1ccc(CNC(=O)CNC(=O)c2ccc(F)cc2)cc1	?	17	-2%	0%	2%	-1%	18%	nt	-2%
Cc1ccc(SCc2ccc(C(=O)NCc3cccnc3)cc2)cc1	?	-6	14%	1%	0%	-22%	0%	4%	-12%
COc1cccc(OCC(O)CN2CCC(C)CC2)c1 (configuration not stated)	15%	3	8%	-2%	-5%	-2%	0%	-21%	-3%
COc1ccc(C2CC(c3ccccc3)=NN2c2ccc(N)cc2)cc1 (configuration not stated)	21µM*	?	16µM*	5%	23µM*	?	?	-31%	?
CC1=C(C(=O)N2CCOCC2)C(c2ccsc2)C2=C(CCCC2=O)N1 (configuration not stated)	-9%	-9	3%	-9%	-7%	-10%	2%	-4%	2%
CCOC(=O)N1CCN(C(=O)COC(=O)c2cc(Cl)cc(Cl)c2)CC1	-6%	16	1%	-4%	-7%	1%	?	-7%	-2%
COCCN(Cc1cc2cccc(C)c2[nH]c1=O)C(=O)c1ccccc1	?	15	7%	-3%	3%	3%	8%	5%	0%
O=C(CSc1nc(=O)n2ccccc2n1)NC1CCCCC1	-7%	8	-1%	-15%	1%	-3%	-8%	2%	2%
Cc1cccc(N(CC(=O)NCC2CCCO2)C(=O)CCC(=O)Nc2cc(C)on2)c1 (configuration not stated)	14%	-7	-3%	-7%	4%[9.22 µM]	21%	14%	2%	11%
CCc1ncc(CN2CCCCC2C(=O)Nc2ccc(Oc3ccccc3)nc2)cn1 (configuration not stated)	?	6	5%	1%	1%	7%	27%	5%	-5%
CCN(CC)S(=O)(=O)c1ccc(C(=O)NCc2ccc3c(c2)OCO3)cc1	-19%	6	1%	3%	6%	-4%	-5%	-22%	-5%
Nc1nnc(SCC(=O)Nc2nccs2)s1	19%	11	-10%	-33%	-3%	12%	13%	5%	2%
CCOC(=O)NN1C(=O)c2ccccc2NC1c1ccc(OC)cc1OC (configuration not stated)	-6%	10	-6%	6%	-28%	2%	6%	-6%	7%
OC(c1ccccc1)c1nc(-c2ccc(Cl)cc2)cs1 (configuration not stated)	?	2	nt	-4%[57.1 µM]	nt	?	?	1%	?
CC(NC(=O)[C@H](C)NC(=O)[C@@H]1CSC2c3ccccc3C(=O)N21)c1ccccc1 (some centres not stated)	-17%	17	-4%	-1%	3%	2%	-1%	-4%	-8%

Not a hit list. Share with any hit: about 12%.
